PostGolgi ctrl = growth of the yeast control strain, post-Golgi counter-screen | efflux-deficient yeast background strain, growth absorbance A615, 16 h | inhibition, % at 10 µM | 98,000 tested, 5% active | AID 738
PTPN22 act = increases human PTPN22 phosphatase activity; recombinant LYP, DiFMUP fluorescence; 0 = plate median, 100 = signal doubled; activation, % at 2 µM; 96,000 tested, 0.11% active; AID 697;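 active = activation at 2 µM above a set limit, the mean plus 5 SD, cut at about 37% in these data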
HIV Rev-RRE inh = inhibitors of HIV-1 Rev-RRE RNA interaction | 97,000 tested, 0.79% active | inhibition, % at 8 µM | P05866 | Rev peptide-RRE RNA binding, FRET;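 active = inhibition above the screen-wide mean plus 3 SD, cut at about 35% in these data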;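 also: 0% = median DMSO wells and 100% = median Neomycin B control wells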
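Test system – labelled RRE RNA duplex and labelled Rev peptide · Reagent – labelled Rev peptide · Doses – one concentration, 8 µM nominal · Incubation – 5 + 15 min at 25 °C · Signal – FRET fluorescence readout · Read-out basis – % inhibition of FRET ratio versus controls · Control set – DMSO wells as 0% and neomycin B wells as 100% inhibition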
S1P2 agonist = agonists of human S1P2 receptor. S1P2-expressing cell line, agonist reporter read-out. 97,000 tested, 0.46% active. O95136. activation, % at 4.5 µM; in the data active = activation above about 16%;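 also: 0% = vehicle low control and 100% = maximal reference agonist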
S1P2 antag = antagonists of human S1P2 receptor; inhibition, % at 5 µM; AID 736; cell-based S1P2 antagonist assay, inhibition at 5 uM; O95136; 97,000 tested, 0.21% active; in the data active = inhibition above about 45%;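 also: CRE beta-lactamase reporter cells expressing human S1P2 stimulated with S1P; 0% = agonist at EC80 alone and 100% = agonist plus reference antagonist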
FAK blocker = FAK (human) kinase inhibition; inhibition, %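 (tested at 7 µM)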; AID 727; 97,000 tested, 0.84% active; biochemical FAK kinase activity assay; in the data active = inhibition above about 19%;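 also: 0% = DMSO and 100% = reference compound high control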
LYP inh 2 = blocks human PTPN22 phosphatase activity. recombinant LYP catalytic domain, DiFMUP fluorescence. inhibition, % at 2 µM. 96,000 tested, 0.21% active. AID 640;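 active = inhibition at 2 µM at or above a set limit, the screen mean plus 3 SD, cut at about 24% in these data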;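 also: 0% = DMSO with enzyme and 100% = enzyme fully blocked by orthovanadate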
EphB4 antag = blocks human EphB4 binding to ephrin-B2. P54760. EphB4 LBD / TNYL-RAW-Alexa532 peptide, fluorescence polarization. inhibition, % at 7 µM. 97,000 tested, 0.15% active;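 active = inhibition above the screen-wide mean inhibition plus 3 SD, cut at about 15% in these data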;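 also: 0% = DMSO wells and 100% = excess unlabeled TNYL-RAW peptide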
Target sequence (P54760 whole entry, looked up, the tested form may be a part): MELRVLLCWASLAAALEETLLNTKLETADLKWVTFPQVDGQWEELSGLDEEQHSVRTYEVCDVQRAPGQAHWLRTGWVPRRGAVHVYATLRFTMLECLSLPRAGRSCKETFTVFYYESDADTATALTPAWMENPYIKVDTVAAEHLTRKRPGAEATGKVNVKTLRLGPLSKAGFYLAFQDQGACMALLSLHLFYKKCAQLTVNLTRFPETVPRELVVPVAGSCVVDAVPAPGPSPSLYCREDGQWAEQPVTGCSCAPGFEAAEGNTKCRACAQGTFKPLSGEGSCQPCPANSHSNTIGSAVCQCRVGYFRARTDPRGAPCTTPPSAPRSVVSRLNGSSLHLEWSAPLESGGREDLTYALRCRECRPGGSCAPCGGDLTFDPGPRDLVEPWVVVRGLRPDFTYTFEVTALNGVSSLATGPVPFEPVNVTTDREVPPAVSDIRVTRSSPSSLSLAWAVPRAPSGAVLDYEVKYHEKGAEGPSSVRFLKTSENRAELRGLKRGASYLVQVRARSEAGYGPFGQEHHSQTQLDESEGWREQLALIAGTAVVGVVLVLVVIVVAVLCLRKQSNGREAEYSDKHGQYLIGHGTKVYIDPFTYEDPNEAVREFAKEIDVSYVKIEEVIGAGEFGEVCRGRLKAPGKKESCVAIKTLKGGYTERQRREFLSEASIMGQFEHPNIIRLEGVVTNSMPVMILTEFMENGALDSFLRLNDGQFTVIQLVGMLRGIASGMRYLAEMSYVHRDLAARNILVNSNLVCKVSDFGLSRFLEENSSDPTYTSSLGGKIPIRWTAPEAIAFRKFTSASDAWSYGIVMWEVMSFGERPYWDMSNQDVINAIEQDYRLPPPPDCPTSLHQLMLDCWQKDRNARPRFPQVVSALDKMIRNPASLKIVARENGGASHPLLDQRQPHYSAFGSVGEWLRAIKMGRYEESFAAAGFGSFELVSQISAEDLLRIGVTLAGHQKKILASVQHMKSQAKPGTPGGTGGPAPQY
PostGolgi yeast = growth inhibition of a yeast mutant, post-Golgi transport screen | inhibition, % at 10 µM | 98,000 tested, 0.9% active | post-Golgi transport phenotypic cell assay;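 also: yeast cells grown in 1536-well plates; yeast grown about 18 h at 30C before absorbance read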
* = called active by the depositor; . = not tested or not shown. Rule as the data show it, unless noted: active = inhibition above about 30%; inactive = the rest.

Sequence of screens – HIV Rev-RRE inh, EphB4 antag, PTPN22 act, S1P2 antag, PostGolgi yeast, LYP inh 2, PostGolgi ctrl, FAK blocker, S1P2 agonist
(1) CCc1c(C)nc(N)n2c(SCC(=O)N3CCCc4ccccc43)nnc12
→ -5, -11, -2, -1, 7, -3, 12, -11, -5
(2) O=C(Nc1ccc(Cl)c(C(F)(F)F)c1)NC1CC2CCCC(C1)N2C1CC1 (stereo not drawn)
→ 3, -3, 3, 4, ., -4, ., 1, -2
(3) O=C(c1ccc(Cl)c(Cl)c1)N1CCCC1
→ 6, 2, -8, 9, 3, 10, 7, -2, -10
(4) Cn1c(=O)c(C(=O)CSc2nnc(Nc3ccccc3)s2)c(N)n(Cc2ccccc2)c1=O
→ 9, -5, -14, -6, 0, 15, -4, -2, -1
(5) Cc1ccc(NC(=O)NC2(C(=O)NCc3ccco3)CCCCC2)cc1
→ -2, -6, 2, -12, -5, -3, 5, -3, -5
(6) CCOC(=O)c1[nH]nc2c1C(=O)N(Cc1ccccc1)C2=O
→ 7, 3, 8, 1, 5, -9, 14, 1, -5
(7) CCN(CC)S(=O)(=O)c1cc(-c2nnc(-c3ccc(Br)cc3)o2)ccc1Cl
→ 11, 14, -12, 15, 4, 9, 6, 6, -6
(8) CCOC(=O)c1c(NC(=O)CN2CCN(C(=O)c3ccco3)CC2)sc2c1CCCC2
→ 6, 4, -9, -19, ., 9, ., -3, 0
(9) CS(=O)(=O)N1CCN(C(=O)c2ccccc2)C1
→ 5, -5, -10, 2, 8, 10, 12, -5, -5
(10) CN1c2ccsc2C(O)=C(C(=S)Nc2ccccc2)S1(=O)=O
→ 14, -1, -3, -21, -2, 0, 3, -3, -7

Entries of single compounds, looked up by structure:
O=C(Nc1ccc(Cl)c(C(F)(F)F)c1)NC1CC2CCCC(C1)N2C1CC1 (stereo not drawn) is entered as HIV Rev-RRE inh = 3; EphB4 antag = -3; PTPN22 act = 3; S1P2 antag = 4; PostGolgi yeast = .; LYP inh 2 = -4; PostGolgi ctrl = .; FAK blocker = 1; S1P2 agonist = -2
CCc1c(C)nc(N)n2c(SCC(=O)N3CCCc4ccccc43)nnc12 is entered as HIV Rev-RRE inh = -5; EphB4 antag = -11; PTPN22 act = -2; S1P2 antag = -1; PostGolgi yeast = 7; LYP inh 2 = -3; PostGolgi ctrl = 12; FAK blocker = -11; S1P2 agonist = -5

(listing goes on)
Sequence of screens – HIV Rev-RRE inh, EphB4 antag, PTPN22 act, S1P2 antag, PostGolgi yeast, LYP inh 2, PostGolgi ctrl, FAK blocker, S1P2 agonist
(11) N#Cc1cccc(NC(=O)c2nc(-c3ccccc3)n(-c3ccccc3)n2)c1
→ 13, -5, 0, -15, 3, -2, 21, -2, -8
(12) CC(C)(C)OC(=O)N1CCCC1C(=O)N1CCCC1C(=O)N1CCCC1C(=O)O (stereo not drawn)
→ 5, -1, -4, 4, -2, 0, -6, -1, -5
(13) CSc1ccccc1N=Cc1nc(-c2ccccc2)oc1O
→ 1, -8, 4, 8, 16, -5, 21, -2, -7
(14) O=C(c1cc2c(s1)CCCCC2)N1CCN(c2ncccn2)CC1
→ 5, 0, 2, 3, 5, 1, 23, -7, -5
(15) O=C1NC(c2cccs2)C(C(=O)c2ccccc2)C(O)(C(F)(F)F)N1 (stereo not drawn)
→ 1, -2, -3, 3, 3, 2, 4, 5, -5
(16) COc1ccc(C(CNC(=O)Cc2cc(OC)c(OC)c(OC)c2)N2CCCC2)cc1 (stereo not drawn)
→ 2, -2, -14, 12, ., 12, ., -2, -4
(17) CCOC(=O)c1[nH]c2ccc(OC)cc2c1NC(=O)CCN1CCCC(C)C1 (stereo not drawn)
→ 5, -1, -15, 8, -2, 13, 2, -2, -10
(18) COC(=O)c1sc2cnccc2c1N
→ 14, 7, 2, 13, -3, -2, 28, 24*, -1
(19) CCn1c(NC(=O)c2ccc(F)cc2)c2ccccc2nc1=O
→ 4, 0, ., 7, 5, ., 11, 9, -5
(20) O=C(c1ccco1)N1CCN(c2ncnc3c(-c4ccccc4)nsc23)CC1
→ -2, -2, -3, -6, -8, 1, 23, -2, -7

Additional structures.
Sequence of screens – HIV Rev-RRE inh, EphB4 antag, PTPN22 act, S1P2 antag, PostGolgi yeast, LYP inh 2, PostGolgi ctrl, FAK blocker, S1P2 agonist
(21) CCC(Sc1ccc2nnc(-c3ccc(F)cc3)n2n1)C(=O)O (stereo not drawn)
→ 8, 10, -5, 21, 9, 6, 3, -1, -7
(22) CC(C)(C)S(=O)(=O)c1cnc2c(-c3ccc(F)cc3)cnn2c1N
→ 3, -6, 8, 6, -4, -4, -5, 1, 1
(23) Nc1c2c(nc3ccn(Cc4ccccc4)c(=O)c13)CCC2
→ -7, 2, -2, -9, 11, 1, 44*, -2, -6
(24) CSc1nc(C)cc(C)c1C(N)=O
→ 8, 3, -2, -1, ., 3, ., -3, -6
(25) CC(=O)NC(=S)Nc1ccc(NC(=O)COc2ccc(Cl)cc2)cc1
→ 2, -1, 9, -15, 4, -9, -1, 1, -2
(26) COc1ccc(C2=C(O)C(C)N(c3ccccc3)C2=N)cc1OC (stereo not drawn)
→ 7, -1, 5, 17, 1, -8, 5, 1, -6
(27) CCOc1cc(C2NC(=O)NC(O)(C(F)(F)F)C2C(=O)c2ccc(OC)cc2)ccc1O (stereo not drawn)
→ -3, -6, -8, -11, 7, 6, 3, -6, -3
(28) C=CCn1c(SCC(=O)Nc2ccc3c(c2)OCO3)nnc1-c1ccccc1OC
→ -5, -5, -8, -4, -2, 5, 8, -2, -4
(29) Cc1c(NC(=O)C2(c3ccc(Cl)cc3)CCCC2)c(=O)n(-c2ccccc2)n1C
→ 6, -1, -15, 9, 3, 16, 16, 1, -3
(30) COCCCNCCCCOc1c(Cl)cc(C)cc1Br
→ -15, -6, 14, 5, -1, -9, -3, -1, -2

Further records follow:
Sequence of screens – HIV Rev-RRE inh, EphB4 antag, PTPN22 act, S1P2 antag, PostGolgi yeast, LYP inh 2, PostGolgi ctrl, FAK blocker, S1P2 agonist
(31) COc1ccc(Cl)cc1N1CCN(CCNC(=O)Nc2ccccc2C)CC1
→ 5, -4, -5, 4, 3, 6, 6, -1, -3
(32) CCOC(=O)Cn1c(-c2nonc2NC(=O)c2ccccc2F)nc2ccccc21
→ 21, 1, -4, -28, 0, 5, 14, -1, -1
(33) CC(C)(C)C(=O)CC1(O)C(=O)N(Cc2ccc(Cl)cc2)c2ccccc21 (stereo not drawn)
→ 7, -9, 6, -13, -6, -2, 17, -4, -1
(34) Oc1ccccc1-c1nc2cnccn2c1Nc1ccc2c(c1)OCCO2
→ 4, -3, 3, -5, 0, -3, 27, 4, -3
(35) CC(=O)C1=C(O)C(=O)N(CC(=O)O)C1c1ccccc1Cl (stereo not drawn)
→ 4, -2, -4, 11, 9, 4, 3, -2, -3
(36) Cc1cc(C)nc(NS(=O)(=O)c2ccc(NC(=O)c3cccs3)cc2)n1
→ 6, -7, -9, 9, 1, 6, 1, -2, -5
(37) O=c1cc(O)n(-c2ccccc2F)c(=S)[nH]1
→ 8, -3, 0, 1, 1, 1, 5, -3, -11
(38) O=C(c1cccc(COc2ccc(Cl)cc2Cl)c1)N1CCN(c2ccccn2)CC1
→ -1, 2, 3, -11, 4, -4, 68*, 7, -2
(39) Cc1ccc(OCCn2c(=O)sc3ccccc32)cc1
→ 14, 4, -2, 0, ., 3, ., 0, -4
(40) Cc1ccccc1-n1nnnc1-c1ccccc1
→ 3, -5, 5, 13, 0, -8, -2, 1, -3

Some values from above:
Reading of entry 35 under S1P2 agonist: -3
Reading of entry 31 under PostGolgi ctrl: 6
Reading of entry 32 under EphB4 antag: 1
Reading of entry 38 under PostGolgi yeast: 4

Next entries follow.
Sequence of screens – HIV Rev-RRE inh, EphB4 antag, PTPN22 act, S1P2 antag, PostGolgi yeast, LYP inh 2, PostGolgi ctrl, FAK blocker, S1P2 agonist
(41) O=C(CC(=O)N1CCN(c2ccccn2)CC1)Nc1ccc2nc3n(c(=O)c2c1)CCCCC3
→ 4, -3, 6, -43, 0, -6, 2, 1, -1
(42) Cc1cc(S(=O)(=O)NCC(C)C)ccc1OCC(=O)NCc1ccccn1
→ 3, -9, 6, -8, 0, -8, 0, 0, -2
(43) CSc1nc(C)c(CCOC(=O)c2ccccc2)c(=O)[nH]1
→ 5, 6, -10, 11, 5, 13, -8, 5, -7
(44) O=C1c2ccccc2NC(c2cccc(F)c2)N1Cc1ccco1 (stereo not drawn)
→ 5, -5, 9, -8, -8, -18, 6, 2, -2
(45) COC(=O)c1ccccc1NC(=O)c1cccc(COc2ccccc2Cl)c1
→ 19, -4, 3, -10, 2, -8, 0, 23*, -1
(46) Cc1nc2ccccn2c1C(=O)NCc1ccc2c(c1)OCO2
→ 2, -4, -7, 3, 21, 6, 0, 3, -10
(47) CCOC(=O)C1CSC(CC(=O)Nc2ccc(Cl)cc2)C(=O)N1 (stereo not drawn)
→ 5, 8, -2, 2, 0, -5, 6, -1, -1
(48) Cc1nn(CC(=O)O)c(C)c1Cl
→ -1, 0, 12, -16, -10, -9, -1, 3, 1
(49) CCCCCCC(=O)N1CCN(c2cc3c(cc2F)c(=O)c(C(=O)O)cn3CC)CC1
→ 7, 7, -14, 11, ., 16, ., 0, -7
(50) COc1ccc(C(CNC(=O)CN2C(=O)NC3(CC(C)CC(C)(C)C3)C2=O)N2CCOCC2)cc1 (stereo not drawn)
→ 5, 5, 2, 26, -19, 4, 27, 8, -8
(51) COC(=O)C1=C(C)N(CCc2ccc(OC)cc2)C(=O)C1
→ 4, 10, 6, 11, 2, -7, 7, -4, -2
(52) CC(C)CCSc1nc2c(c(=O)[nH]c(=O)n2C)n1CCCc1ccccc1
→ 6, -4, -6, -11, 3, 5, 23, -5, -2
(53) O=C(OCC(=O)N1CCc2ccccc21)c1ccc[n+]([O-])c1
→ 1, -1, 12, -17, 5, -9, 0, 1, 0

Some of the entries so far, field by field:
42) Cc1cc(S(=O)(=O)NCC(C)C)ccc1OCC(=O)NCc1ccccn1
  HIV Rev-RRE inh = 3 | EphB4 antag = -9 | PTPN22 act = 6 | S1P2 antag = -8 | PostGolgi yeast = 0 | LYP inh 2 = -8 | PostGolgi ctrl = 0 | FAK blocker = 0 | S1P2 agonist = -2
43) CSc1nc(C)c(CCOC(=O)c2ccccc2)c(=O)[nH]1
  HIV Rev-RRE inh = 5 | EphB4 antag = 6 | PTPN22 act = -10 | S1P2 antag = 11 | PostGolgi yeast = 5 | LYP inh 2 = 13 | PostGolgi ctrl = -8 | FAK blocker = 5 | S1P2 agonist = -7
44) O=C1c2ccccc2NC(c2cccc(F)c2)N1Cc1ccco1 (stereo not drawn)
  HIV Rev-RRE inh = 5 | EphB4 antag = -5 | PTPN22 act = 9 | S1P2 antag = -8 | PostGolgi yeast = -8 | LYP inh 2 = -18 | PostGolgi ctrl = 6 | FAK blocker = 2 | S1P2 agonist = -2
45) COC(=O)c1ccccc1NC(=O)c1cccc(COc2ccccc2Cl)c1
  HIV Rev-RRE inh = 19 | EphB4 antag = -4 | PTPN22 act = 3 | S1P2 antag = -10 | PostGolgi yeast = 2 | LYP inh 2 = -8 | PostGolgi ctrl = 0 | FAK blocker = 23* | S1P2 agonist = -1
